Ba/F3 V617F tox: lowers viability of Ba/F3 cells expressing EpoR and JAK2V617F; AID 1446; 220,000 tested, 1.1% active; ATP luminescence; inhibition, % at 5.6 µM;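 active = inhibition above the campaign mean plus 3 SD over all tested compounds, cut at about 24% in these data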;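 note: cytokine-independent growth of Ba/F3 cells driven by EpoR plus mutant JAK2; 0% = DMSO-treated cells and 100% = JAK inhibitor I control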
EP2 mod: modulates human prostaglandin E2 receptor EP2 signaling; P43116; EP2-expressing cells, cAMP HTRF FRET, PGE2 co-stimulation; induction, % at 25 µM; 260,000 tested, 0.83% active;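 active = compounds whose cAMP rise, as percent of the full-agonist control response, exceeds 60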;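 note: rat C6 glioma line stably carrying human EP2 under a CMV promoter; the protocol text gives 20 µM as final concentration; 100% = response of wells given 1 µM PGE2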
Target sequence (P43116 whole entry, looked up): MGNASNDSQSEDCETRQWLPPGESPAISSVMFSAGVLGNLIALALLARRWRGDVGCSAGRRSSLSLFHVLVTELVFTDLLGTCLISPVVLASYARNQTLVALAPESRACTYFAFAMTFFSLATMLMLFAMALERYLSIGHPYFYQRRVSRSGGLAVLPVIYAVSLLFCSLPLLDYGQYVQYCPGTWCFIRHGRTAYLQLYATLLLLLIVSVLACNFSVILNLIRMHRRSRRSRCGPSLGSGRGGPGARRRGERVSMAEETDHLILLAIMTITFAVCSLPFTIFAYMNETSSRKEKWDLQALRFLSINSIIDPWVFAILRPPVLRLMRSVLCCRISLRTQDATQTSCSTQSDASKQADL
S1P4 antag: blocks the human S1P4 receptor; O95977; S1P4-expressing cells, antagonist mode, reporter read-out; inhibition, % at 4.98 µM; 220,000 tested, 0.26% active; in the data active = inhibition above about 29%;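 note: 0% = wells stimulated with agonist and 100% = vehicle wells without agonist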
Target sequence (O95977 whole entry, looked up): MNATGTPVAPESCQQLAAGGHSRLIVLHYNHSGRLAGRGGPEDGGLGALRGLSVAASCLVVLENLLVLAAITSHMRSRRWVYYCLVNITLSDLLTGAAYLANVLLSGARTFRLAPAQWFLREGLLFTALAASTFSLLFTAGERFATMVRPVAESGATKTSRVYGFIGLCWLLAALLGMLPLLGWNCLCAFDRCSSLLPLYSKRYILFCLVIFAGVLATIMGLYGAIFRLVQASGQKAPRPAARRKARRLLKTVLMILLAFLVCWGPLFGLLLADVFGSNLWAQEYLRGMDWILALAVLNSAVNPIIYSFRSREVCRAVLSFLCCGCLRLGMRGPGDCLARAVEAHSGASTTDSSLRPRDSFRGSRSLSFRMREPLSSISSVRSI
PERK inh: human PERK inhibition, primary cell-based screen; inhibition, % at 5.6 µM; AID 1416; 220,000 tested, 0.17% active; CHO PERK-DD fusion, SEAP luminescence translation reporter;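 active = inhibition above the mean inhibition of all tested compounds plus 3 SD, set separately per screening campaign, cut at about 2.9% in these data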;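 note: PERK kinase domain activated by AP20187 dimerizer at 100 nM; 0% = DMSO with dimerizer and 100% = rapamycin at 8.4 µM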
zfTRPN1 agonist: zebrafish TRPN1 (NompC) channel agonism; HEK293 zebrafish TRPN1-YFP, Fluo-8 calcium fluorescence; 100% = response to 87 µM carbachol; activation, % at 3 µM; 220,000 tested, 0.18% active;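 active = activation above its plate's cutoff, the mean activation of test wells on that plate plus 3 SD, cut at about 19% in these data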;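 note: 0% = DMSO alone and 100% = 87 µM carbachol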
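Material: zebrafish TRPN1-YFP in HEK293 cells. Doses: one dose of 3 µM, 0.3% DMSO. Incubation: dye 1 h 37 °C plus 30 min RT. Measured by: intracellular calcium fluorescence with Fluo-8.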
TRPML3 ag: activates the human TRPML3 channel. HEK293 TRPML3-YFP, Fluo-8 calcium fluorescence; 100% = the carbachol control signal. activation, % at 3 µM. 220,000 tested, 0.29% active. AID 1448;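 active = activation above its plate's cutoff, the mean activation of the plate's test wells plus 3 SD, cut at about 12% in these data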;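 note: 0% = DMSO only wells and 100% = carbachol wells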
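Material: TRPML3-YFP stable HEK293 cells | Dosing: One concentration, 3 µM nominal, 0.3% DMSO | Timing: 125 s total fluorescence read per well | Technique: Fluo-8 calcium dye fluorescence, ex 470-495, em 515-575 nm | Measure: Percent activation from peak-to-basal fluorescence ratio, scaled between DMSO and carbachol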
Calpain2 inh: calpain II (pig) inhibition; inhibition, % at 16 µM; purified calpain II, fluorogenic peptide substrate, 30 min; 220,000 tested, 0.37% active;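 active = inhibition above about 50%, limit read from the data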
S1P4 ag: human S1P4 receptor agonism; O95977; S1P4-expressing cell line, agonist reporter assay; activation, % at 4.98 µM; 220,000 tested, 0.35% active; in the data active = activation above about 11%;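 note: 0% = DMSO vehicle and 100% = reference agonist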
BaF3 parental: counter-screen for JAK2V617F inhibitors: parental Ba/F3 viability inhibitors. inhibition, % at 5.6 µM. CellTiter-Glo ATP luminescence. 220,000 tested, 1.1% active. AID 1486;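 active = inhibition above a per-campaign cutoff, the mean inhibition of all tested compounds plus 3 SD, cut at about 27% in these data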;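 note: 0% = DMSO wells and 100% = JAK Inhibitor I control wells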
Numbers without * were called inactive; & = joins results of further samples.

Molecule | S1P4 ag | S1P4 antag | EP2 mod | PERK inh | Ba/F3 V617F tox | BaF3 parental | TRPML3 ag | zfTRPN1 agonist | Calpain2 inh
CN(C)/C=N/C(=S)Nc1ccc(Cl)cc1 | 2.2 | 4 | -25 | -0.1 | -3 | 2 | 1.0 | -0.7 | 14
CCOC(=O)N1CCN(C(=O)CCSc2ccccc2)CC1 | 1.6 | 5 | 26 | -0.5 | 3 | 2 | 0.2 | 0.5 | -6
COc1ccc(C(=O)Nc2cc(C)c3c(=O)oc4ccccc4c3n2)cc1 | 3.5 | -19 | 14 | 1.4 | 1 | 10 | 0.3 | 1.5 | 5
Cc1cc(SCC(=O)c2ccccc2)nc(C)n1 | -0.6 | -6 | -17 | -0.3 | -1 | 0 | 0.4 | 0.1 | -3
COC(=O)C1SCC2C(=O)N(Cc3ccccc3)CC(=O)N21 (centres undefined) | -0.7 | 5 | 13 | -0.2 | 4 | 14 | 0.5 | 1.7 | 28
Cc1nn(CCc2n[nH]c(=S)n2-c2cccc(Cl)c2)c(C)c1[N+](=O)[O-] | 0.7 | 1 | 25 | 0.1 | -6 | 1 | 0.2 | -0.3 | -7
O=C(N/N=C/C=C\c1ccccc1[N+](=O)[O-])c1ccncc1 | -0.4 | -7 | -30 | 2.5 | -2 | 8 | 1.1 | 1.2 | 12
CCOC(=O)N1CCN(C(=S)Nc2ccccc2C)CC1 | 0.4 | -3 | 5 | 1.2 | -2 | 8 | 1.1 | 1.2 | -3
COC(=O)c1c(C)oc2ccc(N(C(=O)Oc3ccccc3)S(=O)(=O)c3ccc(Cl)c([N+](=O)[O-])c3)cc12 | 0.0 | -10 | -11 | 1.4 | -3 | -2 | 0.3 | -1.9 | -74
O=C(N/N=C/c1cccnc1)c1ccc(CN2c3cccc4cccc(c34)S2(=O)=O)cc1 | 2.0 | -18 | -47 | 0.2 | 0 | 3 | 0.1 | 2.9 | -224
Cn1nc(-c2ccccc2)c(C(O)c2ccccc2C(F)(F)F)c1Cl (centres undefined) | 3.6 | -25 | 6 | 0.2 | -1 | 1 | 0.3 | -0.9 | -15
O=c1c2ccccc2nnn1CSc1ncnc2ccccc12 | 0.4 | 0 | 15 | -0.1 | 0 | -2 | 0.5 | 0.0 | -1
O=C(CCn1ccnc1)Nc1nc2ccccc2[nH]1 | 2.9 | -12 | 10 | -0.6 | -3 | 4 | 0.8 | -0.1 | -22
O=C(O)C1CSC2(c3ccc(Br)cc3)CCC(=O)N12 (centres undefined) | 1.9 | -26 | 20 | 0.8 | 2 | 1 | 1.1 | 1.9 | 22
COc1ccc(OC(C)C(=O)NCc2cccnc2)cc1 (centres undefined) | 1.7 | -15 | 5 | 0.5 | -4 | 1 | 0.9 | -0.4 | -27
O=C(Nc1nn(Cc2ccccc2F)cc1Br)c1cccs1 | -0.8 | -9 | -3 | -1.1 | 2 | 3 | 0.1 | 0.2 | -1
O=C(Nc1ccc(Cl)c([N+](=O)[O-])c1)c1ccc(NCCCN2CCOCC2)c([N+](=O)[O-])c1 | 2.0 | -14 | 0 | -0.8 | 0 | -2 | 0.9 | -0.8 | -34
Cc1nc(CN2CCN(C(=O)c3ccc(Br)cc3)CC2)cs1 | 3.1 | -19 | -2 | -0.6 | 0 | 3 | -0.1 | -0.8 | -9
CCOC(=O)COc1cccc2c(=O)n(CC(=O)NCc3ccc(F)cc3)ccc12 | -0.6 | 33* | -23 | -0.4 | 72* | 68* | 1.0 | 2.0 | -9
CCN1CCN(CCCN(Cc2ccco2)C(=S)Nc2ccc(C)c(Cl)c2)CC1 | 2.0 | 2 | -10 | -0.3 | 37* | 32* | 1.0 | 0.7 | -19
O=Cc1ccc(OC(=O)c2cccnc2)cc1 | -0.7 | 7 | 9 | 0.3 | 2 | 3 | 1.1 | 0.1 | 22
COc1ccccc1NS(=O)(=O)c1cccc(NC(=S)NCCN2CCOCC2)c1 | 1.9 | -13 | -11 | 0.1 | 3 | 6 | -0.3 | 0.6 | 13
COc1ccc(C)cc1NC(=O)NCc1ccccn1 | 0.4 | -24 | 1 | 1.3 | 0 | 8 | 0.8 | 0.7 | -13
COc1ccccc1S(=O)(=O)Cc1ccc(C(=O)N2CCN(c3ccccc3)CC2)o1 | -1.9 | -17 | -26 | -0.9 | 2 | 7 | 2.2 | 5.4 | -15
O=C(NCC1CCCO1)[C@@H]1CSC2c3ccccc3C(=O)N21 (some centres undefined) | 0.9 | 8 | -9 | 1.6 | 4 | 6 | 0.3 | 0.2 | -19
Cc1cc(C(=O)NCCN2CCN(c3cccc(Cl)c3)CC2)n(-c2ccccc2)n1 | 0.0 | 5 | -54 | -0.8 | -2 | 0 | -0.4 | -0.9 | 20
c1ccn(-c2ccc(-c3ccn[nH]3)cc2)c1 | -2.8 | 6 | -57 | 1.8 | 3 | 6 | 0.9 | -0.7 | -40
CCC(C)NC(=O)Cn1c(=O)n(CCCCCC(=O)Nc2ccccc2)c(=O)c2sccc21 (centres undefined) | -0.2 | -15 | -1 | 0.3 | -1 | 6 | 0.1 | -0.5 | 2
CC(C)(C)C(=O)Nc1nc(-c2ccc3c(c2)OCO3)cs1 | -0.5 | -18 | -28 | -0.3 | -3 | 2 | 0.8 | 1.6 | 26
CC(C)CN(CCNC(=O)CC1Oc2ccccc2NC1=O)CC(C)C (centres undefined) | 0.2 | 3 | -4 | 0.0 | -5 | 1 | -1.0 | 1.0 | -4
COC(=O)c1cc(Br)c(=O)n(-c2ccccc2OC)c1 | -0.3 | 2 | 33 | 1.6 | 0 | 1 | -0.3 | -0.6 | -17
CCOC(=O)c1c(CC(C)C)csc1NC(=O)COC(=O)c1cc(OC)c(OC)cc1[N+](=O)[O-] | 0.7 | -21 | 7 | 0.9 | 0 | 8 | 0.7 | 2.0 | -7
COc1ccc(-c2nc(CSCC(=O)NCC3CCCO3)c(C)o2)cc1OC (centres undefined) | 2.1 | -8 | 27 | -0.6 | 4 | 3 | 0.3 | -0.6 | -19
O=C(CN(c1cccc(C(F)(F)F)c1)S(=O)(=O)c1ccc(Cl)c([N+](=O)[O-])c1)NCc1ccccc1Cl | 1.1 | -2 | -8 | -0.2 | 1 | 1 | 0.4 | -1.5 | 18
Nc1cc(C(=O)O)ccc1N1CCCCC1 | -0.3 | -26 | 4 | 0.1 | -2 | 3 | -0.1 | 0.3 | -29
CC(=O)CCc1c(C)c2cccc(C)c2[nH]c1=O | 0.2 | 3 | 5 | -0.1 | -1 | 3 | 0.4 | -0.1 | -2
CCC(=O)Nc1cccc(NC(=S)NC(=O)Cc2ccccc2)c1 | 1.4 | -5 | -1 | -0.4 | 1 | 0 | -0.1 | 0.4 | 7
O=C(NC1CCN(C(=O)c2cccs2)CC1)c1ccccc1 | 0.5 | 1 | -6 | 0.0 | -4 | 1 | 1.2 | 0.9 | -19
COc1ccc(/C=N\NC(=O)C2=NNC(=O)C2C)cc1 (centres undefined) | 2.9 | 6 | 21 | -0.2 | -1 | 4 | -0.5 | 0.9 | 18
COc1ccc(COC(=O)C2=C(C)NC(=O)NC2c2ccc(O)c(OC)c2)cc1 (centres undefined) | -3.2 | 7 | 10 | 0.4 | -2 | 3 | -0.1 | 2.4 | 11
CCC(NC(=O)CCc1ccccc1)c1ccccc1 (centres undefined) | -1.2 | 19 | 0 | 0.4 | 5 | 6 | 0.4 | -0.2 | 1
CCc1nnc(NC(=O)CCC(=O)N2CCN(Cc3cc(Cl)ccc3OC)CC2)s1 | 0.1 | -1 | 8 | -0.7 | -1 | 6 | 0.0 | 1.1 | -9
CN(Cc1ccc(-n2cccn2)cc1)Cc1cn(C)nc1-c1ccccc1F | -0.8 | 4 | -5 | 0.1 | -2 | 7 | 1.0 | 0.1 | -3
O=C(c1cccc(Cl)c1)N1CCC(c2nc3ccccc3[nH]2)CC1 | 2.0 | -2 | -1 | 0.5 | 0 | 4 | -0.1 | 0.3 | 3
COC(=O)CSc1nc2cc(C)ccc2cc1C#N | -1.4 | -6 | 17 | 0.5 | -1 | 3 | 0.2 | 1.0 | 12
COc1cc(SC)ccc1C(=O)NCc1ccccc1 | 4.8 | -5 | 2 | -0.5 | -5 | -1 | -0.2 | -0.7 | 9
Clc1nc(-c2n[nH]nc2Cl)n[nH]1 | 0.5 | -8 | 7 | 1.5 | -2 | 3 | 1.1 | 1.1 | -26
COC(=O)CN1C(=O)C(O)=C(C(C)=O)C1c1ccc([N+](=O)[O-])cc1 (centres undefined) | 2.9 | -2 | 1 | 0.0 | 0 | 3 | 0.9 | 2.2 | 11
CCC1CCCCN1CCCNC(=O)COc1cc(=O)n(C)c2ccccc12 (centres undefined) | -0.1 | 2 | 11 | -0.1 | -7 | 5 | 0.9 | 1.5 | -11
COc1cc(/C=N/n2cc(-c3ccccc3)[nH]c2=S)cc(OC)c1O | -0.3 | 10 | -36 | 0.0 | -2 | 4 | 0.6 | 3.0 | -19
Cc1cc(Cl)ccc1OCc1nc(-c2ccncc2)no1 | 1.6 | -16 | -49 | -0.5 | -1 | -2 | -0.1 | -0.9 | 6
O=C(Cn1nc(C(F)F)cc1C(F)F)N/N=C/c1ccc2c(c1)OCO2 | 0.1 | -14 | 8 | 0.3 | -1 | 5 | -0.2 | -1.2 | 14
COc1ccc(CC(=O)Nc2nnc(C(C)(C)C)s2)cc1OC | 32* | -16 | -8&-9 | -0.7 | 0 | 7 | -0.3 | 0.3 | -10
CN(C)c1ccc(C(CNS(=O)(=O)c2ccc(F)c(F)c2)c2c[nH]c3ccccc23)cc1 (centres undefined) | 3.2 | -1 | 40 | 0.1 | -1 | 5 | -0.2 | -2.1 | 1
COc1cc(NC(=O)Cn2nc(Cc3cccnc3)c3ccccc3c2=O)cc(OC)c1OC | 0.3 | -6 | 22 | 0.3 | -5 | 2 | -0.1 | 1.6 | 12
Cc1cc(-c2ccccc2)n2nc(C)c(C#N)c2n1 | -1.5 | -7 | 19 | 0.3 | -4 | 2 | -0.2 | -0.6 | -405
Cc1ccccc1C1=Nn2c(nnc2-c2ccco2)SC1 | -0.5 | -22 | 11 | -1.1 | 2 | 2 | -0.2 | -1.3 | -3
Cc1cccc(NC2=NC(C)(C)N=C(N)N2)c1C | 1.6 | -35 | -13 | 1.4 | -5 | -3 | 0.9 | -2.0 | -12
O=C(O)c1ccccc1C(=O)NNc1ccc(F)cc1F | 0.1 | -11 | -1 | -0.3 | 0 | 3 | 0.1 | 0.2 | 12
O=C(COc1cccnc1[N+](=O)[O-])c1c[nH]c2ccccc12 | -0.3 | 7 | -25 | 1.4 | -2 | -6 | 1.1 | 2.4 | -9

(list continues)
Molecule | S1P4 ag | S1P4 antag | EP2 mod | PERK inh | Ba/F3 V617F tox | BaF3 parental | TRPML3 ag | zfTRPN1 agonist | Calpain2 inh
O=C(NCCO)c1cc2cc(Cl)cc(Cl)c2oc1=O | -0.6 | 12 | 2 | 1.0 | 6 | 10 | 0.4 | 0.0 | -1
CCn1nc(C)c(/C=C/C(=O)Nc2ccc(C)cc2C)c1C | 1.7 | -7 | -13 | -0.6 | 3 | -1 | 0.8 | -0.8 | -12
COc1cccc2cc(C(=O)N3CCN(C(=O)c4ccco4)CC3)c(=O)oc12 | 2.7 | -5 | -14 | -0.2 | -1 | 4 | 0.6 | 0.1 | -69
CCOC(=O)C1=C(c2ccccc2)NC(=S)NC1c1cc([N+](=O)[O-])ccc1OC (centres undefined) | -0.1 | 7 | -35 | -1.2 | 1 | 12 | -0.9 | -0.9 | -14
